NTR1 agonist – NTR1-driven beta-arrestin-GFP spot formation – imaging, U2OS cells, high content, primary screen (AID 493036) | P30989 | agonist mode | activation, % at 20 µM | 0.17% of 330,000 active;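 active = activation at or above 40% of the spot to cytoplasm intensity ratio, with at least 20 cells analyzed; inconclusive = wells under 20 cells, flagged as cytotoxic or low count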;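 note: 0% = DMSO without peptide and 100% = 100 nM NTR1 peptide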
Target sequence (P30989 whole entry, looked up): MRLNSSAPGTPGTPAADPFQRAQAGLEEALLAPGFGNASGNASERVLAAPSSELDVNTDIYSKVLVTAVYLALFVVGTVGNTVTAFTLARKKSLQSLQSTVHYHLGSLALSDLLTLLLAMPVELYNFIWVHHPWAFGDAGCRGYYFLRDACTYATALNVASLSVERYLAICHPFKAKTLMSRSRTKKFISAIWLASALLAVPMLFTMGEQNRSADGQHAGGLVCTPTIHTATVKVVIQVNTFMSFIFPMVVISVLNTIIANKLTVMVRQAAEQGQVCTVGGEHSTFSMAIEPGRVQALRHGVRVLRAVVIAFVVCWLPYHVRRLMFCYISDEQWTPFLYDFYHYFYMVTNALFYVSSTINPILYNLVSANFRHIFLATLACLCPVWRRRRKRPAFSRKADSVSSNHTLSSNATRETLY
SV40 large T antigen – TAg ATPase/helicase activity blockers – biochemical (AID 1903). inhibition, % at 20 µM; hits with a dose series show IC50 in µM. 0.39% of 310,000 active. SV40 large T antigen ATPase/helicase inhibition assay; higher % means a stronger effect; in the data active = a potency from the dose series; inconclusive = inhibition mostly from about 32% at the one dose, without a potency; inactive = the rest, 99 in 100 with inhibition below about 32%; note: strong numbers were not always called active
GPR35 antagonists – inhibition of zaprinast-stimulated GPR35 beta-arrestin translocation – imaging, U2OS, beta-arrestin-GFP, zaprinast agonist, primary screen (AID 2058) | U2OS GPR35 beta-arrestin-GFP translocation imaging, zaprinast antagonism; higher % means a stronger effect | inhibition, % at 10 µM; hits with a dose series show IC50 in µM | 0.052% of 290,000 active;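 active = inhibition of at least 50% with at least 30 cells and total cytoplasm GFP at most 10,000,000; inconclusive = under 30 cells or total GFP of 10,000,000 plus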
AID2073 – inhibitors of Mint1-CaV2.2 protein interaction, biochemical, HTRF (AID 2073). one-dose inhibition, % at 20 µM; IC50 in µM for titrated hits. HTRF protein-protein interaction, Mint1-CaV2.2; higher % means a stronger effect. 0.19% of 290,000 active; in the data active = inhibition mostly above about 51%, no sharp cut-off; inconclusive = no clear call, values can overlap the other calls; inactive = mostly below about 53%; note: some results filed as inactive read as strong as hits
Yfh1-depleted yeast – mitochondrial function rescue without frataxin homolog – Friedreich's ataxia, plus single-dose screen, dose response (AID 1465); S. cerevisiae Yfh1-off respiration, WST-1 reduction, 72 h; higher fold induction means a stronger effect; one-dose fold induction at 50 µM; EC50 in µM for titrated hits; 0.074% of 220,000 active;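 active = fold induction of absorbance versus untreated yeast above a set limit, then at least 30% activation at any dose in follow-up; inconclusive = repeats straddling the limit, or above it without dose testing; inactive = fold induction below the set limit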;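 note: activators that raise dye reduction in frataxin-depleted yeast; strong numbers were not always called active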
MgcRacGAP inhibition – MgcRacGAP GTPase-activating activity inhibitors, confirmation, biochemical, ADP Hunter fluorescence. MgcRacGAP-stimulated Rac1 GTP hydrolysis, ADP Hunter fluorescence; higher % means a stronger effect; GST-tagged Rac1 F28L mutant substrate. 0.6% of 340,000 active. AID 624330. one-dose inhibition, % at 30 µM; IC50 in µM for titrated hits;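 active = first-screen hits whose inhibition reached a set limit at any dose in the follow-up dose series; inconclusive = inhibition above the set first-screen limit but never retested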;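 note: fluorescence reports GDP produced by GAP-driven GTP hydrolysis; strong numbers were not always called active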
GPR55 LPI antagonism – inhibition of LPI-stimulated GPR55 beta-arrestin translocation – imaging, U2OS, beta-arrestin-GFP, LPI agonist, primary screen (AID 2013); U2OS GPR55 beta-arrestin-GFP translocation imaging, LPI antagonism; higher % means a stronger effect; one-dose inhibition, % at 10 µM; IC50 in µM for titrated hits; 0.13% of 290,000 active;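 active = spots per cell inhibited over 60%, with over 100 cells counted and total cytoplasm intensity under 500,000; inconclusive = wells with under 100 cells, flagged as likely toxic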;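 note: U2OS cells stably carrying GPR55 and arrestin-GFP stimulated by 5 µM LPI near EC80; imaged beta-arrestin-GFP aggregate spots per cell after agonist stimulation; plate controls were LPI-stimulated DMSO wells for no effect and DMSO wells without LPI for full effect; some results filed as inactive read as strong as hits; confirmed hits need IC50 under 10 µM and bright autofluorescent wells are also inconclusive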
NS5 inhibitors – flavivirus cap methylation enzyme inhibition – biochemical, confirmation dose response, primary screen (AID 588689). Dengue-2 NS5 methyltransferase capping enzyme assay, biochemical; higher % means a stronger effect. one-dose inhibition, % at 25 µM; IC50 in µM for titrated hits. 0.3% of 340,000 active; in the data active = a potency from the dose series; inconclusive = inhibition above about 29% without an active follow-up result
GPR55 beta-arrestin – selective activators of receptor GPR55 – imaging, U2OS cells, beta-arrestin-GFP redistribution, primary screen (AID 1961) | U2OS GPR55 beta-arrestin-GFP redistribution imaging; higher % means a stronger effect | activation, % at 10 µM, or EC50 in µM where a hit was titrated | 0.048% of 290,000 active;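 active = activation above 40% with more than 50 cells counted in the well; inconclusive = wells holding fewer than 50 cells, flagged as toxic or sparse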;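 note: U2OS osteosarcoma cells stably expressing GPR55 and beta-arrestin-GFP; plate controls were DMSO negative control for no effect and LPI positive control for full effect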
NTR1 agonist cell count 20 µM – further read-out of NTR1 agonist, marked with its call; cell count; measured here: cell count, cytotoxicity flag
The depositor's hits bear a star; i = inactive; ? = inconclusive; nt = no result given; & = joins results of further samples. The list is partial. The share of hits here may be higher or lower than overall.

| No. | SMILES | NTR1 agonist | NTR1 agonist cell count 20 µM | SV40 large T antigen | GPR35 antagonists | AID2073 |
| --- | --- | --- | --- | --- | --- | --- |
| 1 | COc1c(O)cc2c(c1O)[C@@H]1O[C@H](CO)[C@@H](O)[C@H](O)[C@H]1OC2=O | 0.4 | 54 | 6% | -2% | 12% |
| 2 | Oc1cc2c(cc1O)C1c3ccc(O)c(O)c3OCC1(O)C2 (stereo unspecified) | 8.4 | 88 | 4.7µM* | 2% | ? |
| 3 | CN(C)CCC[C@@]1(c2ccc(F)cc2)OCc2cc(C#N)ccc21 | 1.4 | 59 | 26% | nt | nt |
| 4 | CCOC(=O)Nc1ccc(NCc2ccc(F)cc2)nc1N | -2.9 | 55 | ? | nt | nt |
| 5 | CCOc1ccc(NC(=S)N2CCC(C(O)(c3ccccc3)c3ccccc3)CC2)cc1 | -1.0 | 32 | -9% | 0% | -14% |
| 6 | COc1ccc(Sc2ccc(NC(=O)c3ccccc3Cl)cc2C#N)cc1 | 2.6 | 56 | 9% | -1% | 16% |
| 7 | OCC(O)CN1CCN(c2ccccc2)CC1 (stereo unspecified) | 2.1 | 52 | -5%&10% | -13% | 3% |
| 8 | COc1cc(C)nc(-n2nc(C)cc2OC)n1 | 3.2 | 55 | 9% | 5% | 0% |

| No. | Yfh1-depleted yeast | MgcRacGAP inhibition | GPR55 LPI antagonism | NS5 inhibitors | GPR55 beta-arrestin |
| --- | --- | --- | --- | --- | --- |
| 1 | nt | 5% | 6% | -2% | 0.0% |
| 2 | i | -40% | 10% | 17µM* | 0.9% |
| 3 | i | 16% | nt | -6% | nt |
| 4 | nt | 13% | nt | -2% | nt |
| 5 | i | 6% | 11% | -4% | 0.2% |
| 6 | i | -11% | -1% | 5% | -0.1% |
| 7 | i | 7% | 10% | -4% | 0.6% |
| 8 | i | 1% | 18% | 3% | 0.1% |

The list goes on:
| No. | SMILES | NTR1 agonist | NTR1 agonist cell count 20 µM | SV40 large T antigen | GPR35 antagonists | AID2073 |
| --- | --- | --- | --- | --- | --- | --- |
| 9 | CC[C@]12CCCN3CCc4c(n(c5ccccc45)[C@@](O)(C(=O)OC)C1)[C@@H]32 | -1.0 | 92 | 9% | nt | nt |
| 10 | CN=C(N)NC(=O)Nc1c(C)cccc1C | 1.2 | 54 | 9% | 0% | 0% |
| 11 | Cc1cc(O)c2c(c1)C(=O)c1cccc(O)c1C2=O | nt | nt | 17% | 11% | 17% |
| 12 | CCCN(CCC)C(=O)C(CCC(=O)O)NC(=O)c1ccccc1 (stereo unspecified) | 1.3&-1.2 | 55&54 | 3%&-2% | 15% | 18% |
| 13 | COc1cc(NC(=O)c2cc(C3CC3)on2)c(OC)cc1Cl | 1.5 | 62 | 9% | -9% | 3% |
| 14 | COc1cc(C(=O)NCCCCCC(=O)O)cc(OC)c1OC | 1.9 | 48 | 14% | 0% | 1% |
| 15 | CC(=O)N(CC(O)CO)c1c(I)c(C(=O)NCC(O)CO)c(I)c(C(=O)NCC(O)CO)c1I (stereo unspecified) | 0.4 | 70 | 21% | nt | nt |
| 16 | CCCCOC(=O)c1ccc(N)cc1 | -0.7 | 54 | 14% | -12% | 18% |

| No. | Yfh1-depleted yeast | MgcRacGAP inhibition | GPR55 LPI antagonism | NS5 inhibitors | GPR55 beta-arrestin |
| --- | --- | --- | --- | --- | --- |
| 9 | nt | 6% | nt | 5% | nt |
| 10 | i | nt | 7% | nt | -0.2% |
| 11 | i | nt | 5% | nt | -0.3% |
| 12 | i | 5% | -2% | 4% | -0.1% |
| 13 | i | -5% | 10% | -1% | -0.2% |
| 14 | i | 9% | -3% | -4% | -0.2% |
| 15 | nt | -4% | nt | -4% | nt |
| 16 | i | 6% | -5% | -1% | -0.2% |

Sorted by length of the SMILES (high to low): three of the compounds above
| No. | SMILES | NTR1 agonist | NTR1 agonist cell count 20 µM | SV40 large T antigen | GPR35 antagonists | AID2073 |
| --- | --- | --- | --- | --- | --- | --- |
| 15 | CC(=O)N(CC(O)CO)c1c(I)c(C(=O)NCC(O)CO)c(I)c(C(=O)NCC(O)CO)c1I (stereo unspecified) | 0.4 | 70 | 21% | nt | nt |
| 13 | COc1cc(NC(=O)c2cc(C3CC3)on2)c(OC)cc1Cl | 1.5 | 62 | 9% | -9% | 3% |
| 10 | CN=C(N)NC(=O)Nc1c(C)cccc1C | 1.2 | 54 | 9% | 0% | 0% |

| No. | Yfh1-depleted yeast | MgcRacGAP inhibition | GPR55 LPI antagonism | NS5 inhibitors | GPR55 beta-arrestin |
| --- | --- | --- | --- | --- | --- |
| 15 | nt | -4% | nt | -4% | nt |
| 13 | i | -5% | 10% | -1% | -0.2% |
| 10 | i | nt | 7% | nt | -0.2% |

9 compounds already listed, arranged by number of heavy atoms, largest number first:
| No. | SMILES | NTR1 agonist | NTR1 agonist cell count 20 µM | SV40 large T antigen | GPR35 antagonists | AID2073 |
| --- | --- | --- | --- | --- | --- | --- |
| 15 | CC(=O)N(CC(O)CO)c1c(I)c(C(=O)NCC(O)CO)c(I)c(C(=O)NCC(O)CO)c1I (stereo unspecified) | 0.4 | 70 | 21% | nt | nt |
| 5 | CCOc1ccc(NC(=S)N2CCC(C(O)(c3ccccc3)c3ccccc3)CC2)cc1 | -1.0 | 32 | -9% | 0% | -14% |
| 9 | CC[C@]12CCCN3CCc4c(n(c5ccccc45)[C@@](O)(C(=O)OC)C1)[C@@H]32 | -1.0 | 92 | 9% | nt | nt |
| 12 | CCCN(CCC)C(=O)C(CCC(=O)O)NC(=O)c1ccccc1 (stereo unspecified) | 1.3&-1.2 | 55&54 | 3%&-2% | 15% | 18% |
| 14 | COc1cc(C(=O)NCCCCCC(=O)O)cc(OC)c1OC | 1.9 | 48 | 14% | 0% | 1% |
| 13 | COc1cc(NC(=O)c2cc(C3CC3)on2)c(OC)cc1Cl | 1.5 | 62 | 9% | -9% | 3% |
| 11 | Cc1cc(O)c2c(c1)C(=O)c1cccc(O)c1C2=O | nt | nt | 17% | 11% | 17% |
| 7 | OCC(O)CN1CCN(c2ccccc2)CC1 (stereo unspecified) | 2.1 | 52 | -5%&10% | -13% | 3% |
| 16 | CCCCOC(=O)c1ccc(N)cc1 | -0.7 | 54 | 14% | -12% | 18% |

| No. | Yfh1-depleted yeast | MgcRacGAP inhibition | GPR55 LPI antagonism | NS5 inhibitors | GPR55 beta-arrestin |
| --- | --- | --- | --- | --- | --- |
| 15 | nt | -4% | nt | -4% | nt |
| 5 | i | 6% | 11% | -4% | 0.2% |
| 9 | nt | 6% | nt | 5% | nt |
| 12 | i | 5% | -2% | 4% | -0.1% |
| 14 | i | 9% | -3% | -4% | -0.2% |
| 13 | i | -5% | 10% | -1% | -0.2% |
| 11 | i | nt | 5% | nt | -0.3% |
| 7 | i | 7% | 10% | -4% | 0.6% |
| 16 | i | 6% | -5% | -1% | -0.2% |

Other compounds:
| No. | SMILES | NTR1 agonist | NTR1 agonist cell count 20 µM | SV40 large T antigen | GPR35 antagonists | AID2073 |
| --- | --- | --- | --- | --- | --- | --- |
| 17 | C[C@@H]1C[C@H]2[C@@H]3C[C@H](F)C4=CC(=O)C(Cl)=C[C@]4(C)[C@@]3(F)[C@@H](O)C[C@]2(C)[C@@]1(O)C(=O)CO | 2.7 | 48 | 19%&8% | -10% | 1% |
| 18 | Nc1cc(=O)[nH]c(N)n1 | -2.8 | 61 | 13% | nt | nt |
| 19 | C/C=C(/C)C(=O)O[C@@H]1c2cc3c(c4c2[C@@]2(CO4)C(=O)C(OC)=C(OC)C=C2C[C@@H](C)[C@H]1C)OCO3 | 1.8 | 58 | 7% | -3% | -1% |
| 20 | CCN(CC)S(=O)(=O)c1ccc(C(=O)O)cc1 | -0.3 | 65 | 24% | 3% | 6% |
| 21 | CCOC(=O)Nc1ccc2c(c1)N(C(=O)CCN1CCOCC1)c1ccccc1S2 | -0.6&-1.6 | 87&56 | 24%&6% | -6%&-4% | 8%&3% |
| 22 | C[C@H]1c2cccc(O)c2C(O)=C2C(=O)[C@]3(O)C(O)=C(C(N)=O)C(=O)[C@@H](N(C)C)[C@@H]3[C@@H](O)[C@@H]21 | 3.7 | 40 | 22% | 2% | 13% |
| 23 | C#C[C@]1(O)CC[C@H]2[C@@H]3CCC4=CC(=O)CC[C@@H]4[C@H]3CC[C@@]21CC | 1.7&2.2 | 65&51 | 21%&2%&10% | -1% | 6% |

| No. | Yfh1-depleted yeast | MgcRacGAP inhibition | GPR55 LPI antagonism | NS5 inhibitors | GPR55 beta-arrestin |
| --- | --- | --- | --- | --- | --- |
| 17 | i | nt | 3% | nt | -0.5% |
| 18 | nt | 3% | nt | -2% | nt |
| 19 | i | 11% | 3% | 2% | -0.1% |
| 20 | nt | 5% | 21% | -4% | -0.1% |
| 21 | i | 4%&4% | -2%&4% | -1%&-1% | -0.1%&-0.1% |
| 22 | i | 8% | -1% | 3% | -0.1% |
| 23 | i | 6%&-1% | -5% | -9%&5% | -0.5% |
